Screening data from PubChem BioAssay.
Peg3 imprint = induces erasure of genomic imprints in mouse ES cells; AID 1948; mouse ES Peg3-LacZ reporter, beta-gal luminescence, 40 h; hit rate 0.02% among 110,000; Potency, µM (top dose mostly 60.7 µM), for inactives: top-dose activity change, positive = activation, hits mostly activators;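 further: 0% = negative control wells on the plate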
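Gelatin-coated wells received 300 freshly trypsinized female ES cells with a Peg3LacZ-Neo reporter on the maternal allele, then incubated 40 hours at 37C. BetaGlo was added for 5 minutes at room temperature before a single luminescence read.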
p53ts 39C tox = kills p53ts cells at the nonpermissive temperature; H1299-p53A138V viability at 39C, ATP luminescence, 24 h; Potency, µM (top dose mostly 46.1 µM), for inactives: at the highest dose activity change, negative = cell killing, hits mostly cytotoxic; hit rate 1.5% among 130,000; AID 902; further: nearly all actives have a fitted effect of over 55% in size
IkB signaling = suppresses IkB signaling in ABC-DLBCL reporter cells; ABC-DLBCL IkBa-CBG/CBR dual luciferase ratio, 4 h; response scale: scaled: untreated 0%, proteasome inhibitor 100%; Potency, µM (titrated, usually from 57.1 µM), without a hit: at the highest dose IkBa stabilization activation; AID 445; hit rate 0.04% among 110,000; active means well fitted curve in the direction sought with a large enough effect in the signal ratio, not every such curve was filed as active; inconclusive means small, poorly fitted or top-dose-only effect, or a change in a side signal; the % refers to the signal ratio;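 further: the direction sought is a rising ratio; 0% = basal untreated cells and 100% = reference inhibitor full response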
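In this assay, an IκBα–CBG68 fusion accumulates when IKK-driven degradation is blocked; native CBR normalizes for cell number. OCI-Ly3 cells were treated 4 h with compound and doxycycline, then green and red light read after Chroma-Glo addition.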
p53ts 32C tox = p53ts cell cytotoxicity, permissive temperature; H1299-p53A138V at 32C, ATP luminescence viability, 24 h; Potency, µM (highest dose often 46.1 µM), inactives show at the top dose activity change, negative = cytotoxicity, usual class: cytotoxic; hit rate 0.93% among 130,000; AID 924;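 further: 0% = DMSO and -100% = full killing by reference compound; nearly all actives have a fitted effect of over 55% in size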
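H1299-p53 A138V cells (temperature-sensitive p53) exposed 24 h to up to 46 uM compound at 32C, where p53 is wild-type in conformation. Viability read as ATP luminescence and normalised to DMSO and 100 uM tamoxifen. AC50 fitted with the Hill equation.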
* = called active by the depositor; ? = inconclusive; . = no result given; [ ] = remark or other dose. Unless noted, the call rests on the fitted dose curve; in most records, active means well fitted curve in the direction sought with a large enough effect; inconclusive means small, poorly fitted or top-dose-only effect, or another doubt; inactive means no such curve, though single readings can be large; an effect the other way counts as inactive or inconclusive. Unless noted, on the % scale 0 is the no-effect control and ±100 the full control effect; potency means the concentration at half of the fitted maximal effect.

| Structure | Peg3 imprint | p53ts 39C tox | IkB signaling | p53ts 32C tox |
| --- | --- | --- | --- | --- |
| COc1cccc(N2CCN(C(=O)c3cccnc3)CC2)c1 | . | 7% | . | -1% |
| O=C(C1CCCN(S(=O)(=O)c2ccccc2)C1)N1CCCc2ccccc21 (stereo not drawn) | -12% | 8% | ? | -3% |
| O=C1c2[nH]nc(-c3ccccc3O)c2C(c2ccccc2)N1Cc1ccco1 (stereo not drawn) | -11% | 37%[activator] | ? | 34%[activator] |
| Cc1ccc2c(c1)c(=O)c1ccccc1n2CCCC(=O)Nc1ccc(C)c(F)c1 | -10%[10.9 µM] | -24% | ? | -2% |
| CCC(C)NC(=O)C1CCN(C(=O)c2cc3sccc3n2Cc2ccc(Cl)cc2)CC1 (stereo not drawn) | -20%[10.9 µM] | -15% | ? | 12% |
| COc1ccc2c(c1)c(=O)cc(-c1ccccc1)n2C | . | -5% | . | -21% |
| CCOC(=O)C1CCN(C(=O)C2COc3ccccc3C2)CC1 (stereo not drawn) | 10%[10.9 µM] | -19% | 1.0% | 3% |
| COc1ccccc1NC(=O)N1CCC(CN2CCc3ccccc3C2)CC1 | -14%[10.9 µM] | -1% | 0.8% | -13% |
| COc1ccc(NS(=O)(=O)c2cc3c4c(c2)CC(=O)N4CCC3)cc1Cl | -9%[10.9 µM] | -7% | 5.4% | 6% |
| CC(C)(C)c1nnc2sc(SCC(=O)N3CCCc4ccccc43)nn2c1=O | -18% | -3% | 6.0% | -7% |
| Cc1ccc2c(c1)N(CC(=O)N1CCN(c3nc4ccccc4s3)CC1)C(=O)C(C)O2 (stereo not drawn) | -4% | -1% | ? | 3% |
| Cc1cc(=O)n(CC(=O)Nc2ccc(Cl)c(Cl)c2)c(-n2nc(C)cc2C)n1 | 1%[10.9 µM] | -10% | 3.4% | -12% |

Ordered by count of non-hydrogen atoms (high to low): part of the list above
| Structure | Peg3 imprint | p53ts 39C tox | IkB signaling | p53ts 32C tox |
| --- | --- | --- | --- | --- |
| Cc1ccc2c(c1)N(CC(=O)N1CCN(c3nc4ccccc4s3)CC1)C(=O)C(C)O2 (stereo not drawn) | -4% | -1% | ? | 3% |
| CC(C)(C)c1nnc2sc(SCC(=O)N3CCCc4ccccc43)nn2c1=O | -18% | -3% | 6.0% | -7% |
| Cc1cc(=O)n(CC(=O)Nc2ccc(Cl)c(Cl)c2)c(-n2nc(C)cc2C)n1 | 1%[10.9 µM] | -10% | 3.4% | -12% |
| CCOC(=O)C1CCN(C(=O)C2COc3ccccc3C2)CC1 (stereo not drawn) | 10%[10.9 µM] | -19% | 1.0% | 3% |

Continuation:
| Structure | Peg3 imprint | p53ts 39C tox | IkB signaling | p53ts 32C tox |
| --- | --- | --- | --- | --- |
| CC(C)NC(=O)c1ccc2c(=O)n(C3CCCC3)c(=S)[nH]c2c1 | -3% | 10% | 0.4% | 9% |
| CCCOC(=O)Nc1ccc(C(N)=O)cc1 | -34%[inhibitor] | -4% | -1.9% | -4% |
| CCOc1ccc(NC(=O)CN2CCN(CC(=O)Nc3ccc4c(c3)OCO4)CC2)cc1 | -9% | 13% | 0.0% | -3% |
| CCC(Cn1nnc2ccccc2c1=O)NC(=O)Nc1ccccc1Cl (stereo not drawn) | 11%[10.9 µM] | 15% | 1.5% | 0% |
| CCc1nc2cc(Cl)c(Cl)cc2[nH]1 | -24% | 0% | -0.5% | 4% |
| CCOC(=O)c1c(NC(=O)/C=C/c2ccc(Cl)cc2)sc2c1CCC(C)C2 (stereo not drawn) | -6%[10.9 µM] | 24% | 0.8% | 1% |
| NC(Cc1ccc2nonc2c1)C(=O)O (stereo not drawn) | 17% | 5% | 0.8% | -3% |
| COc1cc(C(=O)Nc2cc(C)c(O)c(-c3nc4cc(Cl)ccc4o3)c2)cc(OC)c1OC | -6%[10.9 µM] | 13% | -2.8% | -8% |
| O=C(CSc1ccc(-c2ccccn2)nn1)Nc1ccc(F)c(F)c1 | -18%[10.9 µM] | -12% | ? | -19% |
| CCN(CCCNC(=O)c1[nH]c(C)c(C(C)=O)c1C)c1ccccc1 | -20% | -18% | 2.1% | -2% |
| CC(C)c1ccc(N2C(=O)CSC23C(=O)N(Cc2cccc(F)c2)c2ccccc23)cc1 (stereo not drawn) | 11%[10.9 µM] | -8% | 1.8% | 0% |
| CC(C)c1ccc(NC(=O)C2CCCN(S(=O)(=O)c3cccc4nsnc34)C2)cc1 (stereo not drawn) | -12%[10.9 µM] | 17% | 1.1% | 8% |
| CN(Cc1ccc(F)cc1)S(=O)(=O)c1nnc(NC(=O)c2ccc(F)cc2)s1 | 1%[10.9 µM] | -14% | -0.4% | 12% |
| CCCC(=O)N1CCc2cc(OC)c(OC)cc2C1COc1ccc(C(=O)OC)cc1 (stereo not drawn) | -12%[10.9 µM] | -11% | -2.8% | 5% |
| Cc1ccc(OCC(=O)Nc2nonc2-c2ccc(C)c(C)c2)cc1C | -6%[10.9 µM] | -1% | -1.8% | 1% |
| CCOc1ccccc1C(=O)Nc1ccc(S(=O)(=O)N(Cc2ccccc2)c2ccccc2)cc1 | 10%[10.9 µM] | -3% | -1.0% | -10% |
| CCOC(=O)c1c(S(=O)(=O)N2CCCC(C(=O)N3CCN(c4cccc(C)c4C)CC3)C2)c(C)n(C)c1C (stereo not drawn) | -12%[10.9 µM] | -5% | ? | -9% |
| COc1cc(C(=O)OCc2cc(=O)n3ccsc3n2)cc(OC)c1OC | -21%[10.9 µM] | -7% | -3.1% | 1% |
| O=C(Nc1nnc(S(=O)(=O)N2CCCC2)s1)c1ccccc1F | -8%[10.9 µM] | 2% | 2.0% | 6% |
| Cc1cccc(NC(=O)c2ccc(F)c(S(=O)(=O)N3CCN(c4ccc(F)cc4)CC3)c2)c1 | -17%[10.9 µM] | -19% | ? | 3% |
| CCN1CCN(c2c(S(=O)(=O)c3ccc(C)c(C)c3)cnc3ccc(F)cc23)CC1 | -11%[10.9 µM] | -17% | ? | 3% |
| COc1cccc(-n2ccnc2SCC(=O)Nc2nc3ccc(C)cc3s2)c1 | 12%[10.9 µM] | 16% | 4.5% | 5% |
| CCCCc1cc2ccccc2c(OCCN(C)C)n1 | -16%[16.8 µM] | -13%[20.6 µM] | -2.1%[25.6 µM] | -18%[20.6 µM] |
| CCCCCCNc1ncnc2c1sc1nc(N3CCOCC3)c3c(c12)CCCC3 | -3%[10.9 µM] | -6% | 0.0% | -1% |
| N#CC1=C(O)CCCn2c1nc1ccccc1c2=O | -85%[inhibitor] | -6% | ? | -6% |
| Clc1ccccc1OCCCCN1CCCC1 | -16% | 1% | 6.9% | -5% |
| CCOc1ccc(C2CC(c3cccc(OC)c3)n3nc(N)nc3N2)cc1 (stereo not drawn) | -11% | -5% | 0.5% | 3% |
| COc1cccc(-n2c(=O)c3sc4ccccc4c3n(CC(=O)Nc3ccccc3OC)c2=O)c1 | -8%[10.9 µM] | 10µM* | 13% | -12% |
| COc1ccc2c(c1)CCc1c(C(=O)Nc3c(C)nn(Cc4ccccc4C)c3C)noc1-2 | -10%[10.9 µM] | -16% | ? | -2% |
| Cc1nc(-c2ccccc2)c(Cc2ccccc2O)c(=O)[nH]1 | -2%[10.9 µM] | 6%[9.22 µM] | 0.2%[11.4 µM] | 10%[9.22 µM] |
| CC(C)NC(=O)CSCc1ccccc1Cl | -9% | 14% | 0.4% | 3% |
| CCCCn1c(N)c(Sc2ccc(C)cc2)c(=O)[nH]c1=O | -1% | -1% | -0.3% | 2% |
| COC(C(C)/C=C/CC(=O)OCCCc1ccccc1)C1CCCCC1 (stereo not drawn) | . | -2%[9.22 µM] | . | 4%[9.22 µM] |
| COc1ccc(NC(=O)c2c(NC(=O)C(F)(F)F)sc3c2CCCCC3)cc1 | -15%[10.9 µM] | -26% | ? | -5% |
| Cc1cc(C)cc(NC(=O)CSc2oc(-c3ccco3)nc2S(=O)(=O)c2ccc(Cl)cc2)c1 | -29%[10.9 µM] | 6.3µM* | ? | 10µM* |
| O=c1c(-c2ccc(F)cc2)nc2cncnc2n1Cc1ccccc1 | ? | -6% | -0.1%[11.4 µM] | 7% |

Following part:
Molecule | Peg3 imprint | p53ts 39C tox | IkB signaling | p53ts 32C tox
CC(=O)C(C)Oc1ccc2c3c(c(=O)oc2c1C)CCCC3 (stereo not drawn) | -19% | -24% | -7.6% | -29%
CC1(C)OC(C(=O)NC2CCCCC2)C(C(=O)NC2CCCCC2)O1 (stereo not drawn) | -10% | -10% | 3.0% | -6%
CC(=O)c1ccc(NC(=O)Cn2c3ncccc3c(=O)n2-c2ccc(C)cc2)cc1 | -9%[10.9 µM] | -11% | 12% | -2%
CSc1nc2sc3c(c2c(=O)n1C)CCC(C)C3 (stereo not drawn) | -15% | -24% | 0.2% | -2%
CCc1ccc(NC(=O)COC(=O)/C(=C/c2ccccc2OC)c2ccccc2)cc1 | . | -16% | . | 32%[activator]
O=C(CSc1c2c(nc3ccc(Cl)cc13)CCCC2)N1CCN(C(=O)c2ccco2)CC1 | -29% | 6.3µM* | ? | ?
Cc1cc(C)cc(NS(=O)(=O)c2ccc3[nH]cc(C(=O)N4CCCCC4)c(=O)c3c2)c1 | 10%[10.9 µM] | 5% | 2.3% | 6%
COC(=O)c1[nH]c(C)c(/C(O)=C2\C(=O)C(=O)N(CCN3CCOCC3)C2c2cccs2)c1C (stereo not drawn) | -8% | -17% | -3.2% | -2%
CCOC(=O)C1CCN(C(=O)c2ccc(OC)cc2OC)CC1 | 0% | 6% | 3.9% | 1%
COc1ccc(/C=C2/SC(=O)N(CCC(=O)Nc3ccccc3)C2=O)cc1OC | . | -27% | . | -14%
C=CCNC(=O)c1cc(=O)c2ccccc2o1 | -5% | 2% | -1.6% | 3%
Cc1ccc2c(c1)cc1c(=O)n(Cc3ccc(Cl)cc3)nc(C)n12 | -5%[10.9 µM] | 3% | ? | 0%
CCOc1cccc(-c2cc(=O)[nH][nH]2)c1 | -1% | 0% | 3.7% | 3%
COc1cc(C)ccc1NC(=O)c1ccc(S(=O)(=O)N2CCOCC2)cc1 | -12% | -13% | 1.8% | -8%
COc1ccc2[nH]c(=S)[nH]c2c1 | -1% | -2% | -0.1% | 0%
CCc1cccc(NC(=O)c2nc(-c3ccncc3)no2)c1 | -7%[10.9 µM] | ? | ? | 6%
O=C1C(c2ccc(F)cc2)N(CCc2ccccc2)C(=O)CN1C1CCCCCC1 (stereo not drawn) | -17%[10.9 µM] | ? | -1.7% | 0%
COc1cccc(-c2nnc3n(Cc4ccc(C)cc4)c(=O)c4ccccc4n23)c1O | -9%[10.9 µM] | 2% | -1.3% | 2%
O=C1CC(N2CCN(c3cccc(C(F)(F)F)c3)CC2)C(=O)N1c1ccccc1 (stereo not drawn) | -7% | -4% | 1.9% | -8%
Cc1cc(C)n2nc(CNS(=O)(=O)c3ccc(F)cc3)nc2n1 | 27%[10.9 µM] | -3% | -0.8% | 0%
O=C(C1CC1)N1CCc2cc(S(=O)(=O)NCC3COc4ccccc4O3)ccc21 (stereo not drawn) | -6% | -14% | ? | -2%
CCOC(=O)c1cc(-c2ccc(C)cc2)n(CC(=O)NC2CCCCCC2)c1C | -10%[10.9 µM] | -18% | 0.9% | 7%
CCOC(c1cc(OC)cc([N+](=O)[O-])c1OC)C(C)C(OC)[C@@H](C)/C=C/CC(=O)OC (stereo partly drawn) | . | 2%[9.22 µM] | . | 1%[9.22 µM]
Cn1nc(CC(=O)NC2CCCCC2)c2ccccc2c1=O | . | 11% | . | 8%
COc1ccc(NCc2cc3cc4c(cc3n(CC(=O)Nc3cc(C)ccc3C)c2=O)OCCO4)cc1 | 19%[10.9 µM] | 44%[activator] | ? | 9%
COc1cc(OC)c(Nc2ncnc3onc(-c4cccc(Cl)c4)c23)cc1Cl | 22%[10.9 µM] | 1% | 1.5% | 0%
Cc1ccc(NC(=O)CN2C(=O)CC(c3ccc(C)c(C)c3)=Nc3ccccc32)cc1 | -9%[10.9 µM] | -17% | ? | -6%

Random excerpt: 4 entries already listed.
Molecule | Peg3 imprint | p53ts 39C tox | IkB signaling | p53ts 32C tox
Cn1nc(CC(=O)NC2CCCCC2)c2ccccc2c1=O | . | 11% | . | 8%
COc1cc(OC)c(Nc2ncnc3onc(-c4cccc(Cl)c4)c23)cc1Cl | 22%[10.9 µM] | 1% | 1.5% | 0%
COc1ccc(NCc2cc3cc4c(cc3n(CC(=O)Nc3cc(C)ccc3C)c2=O)OCCO4)cc1 | 19%[10.9 µM] | 44%[activator] | ? | 9%
CCOC(=O)c1cc(-c2ccc(C)cc2)n(CC(=O)NC2CCCCCC2)c1C | -10%[10.9 µM] | -18% | 0.9% | 7%
